Peg3 promoter: Peg3 promoter activity inhibition | actives 1.7% (n = 360,000) | inhibition, % at 20 µM | HeLa PEG-Prom luciferase reporter, luminescence, overnight;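 active = inhibition of at least 50% at 20 µM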
NR2E3 ag-1: human photoreceptor-specific nuclear receptor agonism; Q9Y5X4; CHO-S Gal4-NCOR/VP16-NR2E3 two-hybrid, luciferase; inhibition of corepressor binding, % at 3.98 µM; actives 0.35% (n = 360,000); AID 602229;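 active = inhibition above the mean of all tested compounds plus 3 SD, cut at about 70% in these data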;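 note: 0% = DMSO with NR2E3 transfected cells and 100% = cells lacking NR2E3 construct; higher means lower luciferase signal from less NR2E3 corepressor binding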
Target sequence (Q9Y5X4 whole entry, looked up, the tested form may be a part): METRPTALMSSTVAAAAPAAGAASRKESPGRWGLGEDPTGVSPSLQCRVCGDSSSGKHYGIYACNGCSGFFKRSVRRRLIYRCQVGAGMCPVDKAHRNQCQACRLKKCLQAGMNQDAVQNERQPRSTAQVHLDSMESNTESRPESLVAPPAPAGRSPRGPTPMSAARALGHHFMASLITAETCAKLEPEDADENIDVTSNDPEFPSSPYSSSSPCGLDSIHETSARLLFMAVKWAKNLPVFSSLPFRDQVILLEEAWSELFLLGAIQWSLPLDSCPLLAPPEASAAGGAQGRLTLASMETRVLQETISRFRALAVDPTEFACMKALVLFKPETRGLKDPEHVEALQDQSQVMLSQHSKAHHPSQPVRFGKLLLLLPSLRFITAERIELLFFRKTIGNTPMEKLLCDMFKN
Vif imaging: inhibitors of HIV Vif; actives 0.35% (n = 340,000); inhibition, % at 7.49 µM; HEK293T cells, Vif self-association by quenched fluorescence, imaging, 24 h; in the data active = inhibition above about 50%, passing the limit was not always enough; note: some results filed as inactive read as strong as hits
CF NFkB block: cystic fibrosis NF-kB activation inhibition; KKLEB NF-kB-GFP reporter, PAF-induced, GFP fluorescence overnight; inhibition, % at 5 µM; actives 0.86% (n = 360,000);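 active = at least 50% inhibition at 5 µM, scaled per plate between neutral and stimulator controls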;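 note: PAF is a Pseudomonas aeruginosa culture filtrate used as stimulus; plate controls were PAF-stimulated DMSO wells for no effect and unstimulated DMSO wells for full effect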
Shn3 inh set2: Schnurri-3 reporter inhibition in Clone20 osteoblasts. Clone20 osteoblast Shn3 3'UTR firefly luciferase, 24 h. inhibition, % at 12.5 µM. actives 0.52% (n = 360,000);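 active = mean inhibition of at least 75% with every replicate also reaching 75%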;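 note: 0% = median of neutral control wells and 100% = pilot-screen positive control compound; some compounds past the cut are filed as inactive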
TRPM1 prom inh: inhibitors of MITF-driven TRPM1 promoter in melanoma cells; actives 0.83% (n = 330,000); AID 488899; inhibition, % at 12.5 µM; SK-MEL-5 TRPM1 promoter luciferase, 24 h;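 active = mean inhibition across replicates of 60% or more, whatever share of single replicates reaches that level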; note: values of inactives mirror those of a sister screen read the other way
KKLEB cytotox: reduces viability of KKLEB cystic fibrosis airway cells; KKLEB CF airway cells viability, ATPlite luminescence, overnight; hits give low values; cells stimulated with P. aeruginosa culture filtrate; activity change (cytotoxicity), % at 5 µM; actives 0.36% (n = 360,000); AID 602141;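 active = corrected activity change at or below -50% at 5 µM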
NR2E3 ag-2: agonists of human nuclear receptor NR2E3; Q9Y5X4; GST-NR2E3/biotin-RetCOR TR-FRET, 1536-well; inhibition of corepressor binding, % at 4.78 µM; actives 0.12% (n = 320,000); AID 2300;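 active = percent inhibition above the cutoff of mean plus 3 SD of all tested compounds, set per screening campaign, cut at about 20% in these data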;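 note: 0% = DMSO wells and 100% = biotin wells as full block of FRET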
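Material: NR2E3–RetCOR corepressor complex / Incubation: Compound–protein incubation for 5 h at 4 °C / Dosing: compound at 4.8 µM, single dose / Detection: time-resolved FRET / Benchmarks: high control biotin, low control 0.6% DMSO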
PDI turbidity: blocks human protein disulfide isomerase activity; PDI insulin aggregation turbidity, A650, 90 min; P07237; inhibition, % at 10 µM; actives 0.052% (n = 350,000);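 active = mean inhibition across replicates of 30% or more, whatever share of single replicates reach that level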;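 note: absorbance from insulin aggregation driven by PDI reduction with DTT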
Target sequence (P07237 whole entry, looked up): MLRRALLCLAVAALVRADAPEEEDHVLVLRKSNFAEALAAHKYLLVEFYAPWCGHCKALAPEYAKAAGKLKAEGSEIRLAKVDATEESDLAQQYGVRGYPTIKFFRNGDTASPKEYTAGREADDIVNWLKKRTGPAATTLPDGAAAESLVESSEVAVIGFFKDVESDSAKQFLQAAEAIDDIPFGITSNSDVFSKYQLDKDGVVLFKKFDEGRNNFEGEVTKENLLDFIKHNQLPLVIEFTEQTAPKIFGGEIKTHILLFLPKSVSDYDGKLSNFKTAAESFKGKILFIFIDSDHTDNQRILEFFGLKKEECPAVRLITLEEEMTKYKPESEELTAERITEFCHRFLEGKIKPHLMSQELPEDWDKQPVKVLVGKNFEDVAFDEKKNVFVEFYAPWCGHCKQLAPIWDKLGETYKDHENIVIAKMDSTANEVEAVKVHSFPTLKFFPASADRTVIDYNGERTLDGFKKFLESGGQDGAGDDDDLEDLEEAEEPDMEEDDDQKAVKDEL
HIF-2a block: HIF-2a inhibition. 786-0 RCC cells HIF-2a reporter, luciferase luminescence, overnight. actives 0.72% (n = 360,000). inhibition, % at 18.8 µM. AID 624352;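 active = inhibition of the luminescence signal of 40% or more relative to plate controls, in a single-dose primary screen at 18.75 µM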
CaV13 FRET inh: Primary screen for inhibitors of IQ motif and Ca2+-dependent inactivation inhibitor domain binding in CACNA1D, Förster resonance energy transfer in living cells, …; HEK cells, CFP/YFP FRET ICDI-IQ, plate reader, 10 min; percent FRET-ratio fall versus neutral wells; AID 743397; actives 0.098% (n = 340,000); inhibition, % at 12.3 µM;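 active = mean replicate inhibition of at least 30% and at least 1% of replicates passing that level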;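 note: 0% = median of the neutral control wells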
* hit, by the source's call; / = not tested or not shown.

nr	SMILES	NR2E3 ag-1	Shn3 inh set2	PDI turbidity	HIF-2a block	CaV13 FRET inh	TRPM1 prom inh	NR2E3 ag-2	Vif imaging	KKLEB cytotox	Peg3 promoter	CF NFkB block
1	C[C@H]1CCCCO[C@@H](CN(C)C(=O)NC2CCCCC2)[C@@H](C)CN([C@@H](C)CO)C(=O)c2cc(NC(=O)Cc3ccccc3)ccc2O1	-17	14	-4	-4	-3	/	/	-16	-2	18	29
2	COc1ccc(N2C(=O)NC(NC(=O)c3cccnc3)(C(F)(F)F)C2=O)cc1 (configuration not stated)	-27	4	3	13	-8	8	2	-14	-3	-1	6
3	CC(C)OC(=O)C(CC(=O)O)NCc1ccccc1 (configuration not stated)	7	-6	6	12	-5	5	-2	2	-4	10	-1
4	CCN(CC)C(=O)c1cc2c(=O)n3cccc(C)c3nc2n1C	-12	-5	-1	-17	/	7	-3	1	6	-17	-4
5	COc1cc(C)c(S(=O)(=O)N2CCN(C)CC2)cc1C	4	-4	-1	18	1	4	2	-9	-7	20	4
6	CCOC(=O)c1c(C)[nH]c(N=Nc2ccc(OC)cc2)c1C	-152	-82	0	-361	0	-108	2	2	-3	-385	4
7	CC(C)=CCC/C(C)=C/C=N/NC(=O)c1ccc([N+](=O)[O-])cc1	-22	6	-7	13	-5	-5	-1	3	-7	12	-6
8	CCC(C)(C)NC(=O)C(Sc1ccccc1)c1ccccc1 (configuration not stated)	-16	-1	-7	2	-9	1	5	-2	1	13	-10
9	O=C(O)Cc1c(-c2ccccc2)c2cc(Cl)ccc2[nH]c1=O	-25	6	1	10	-20	6	1	-13	-2	-3	3
10	C#CCOCCOCCOCCNc1nc(N2CCN(C(=O)Cn3cc(CCO)nn3)CC2)nc(N2CCN(C(=O)Cn3cc(CCCCN)nn3)CC2)n1	-32	7	0	5	-9	2	/	-4	-8	-2	15
11	O=C(COc1ccc(Br)cc1)NNC(=O)c1cc(S(=O)(=O)N2CCOCC2)ccc1Cl	-16	-4	-2	19	-4	2	/	2	-31	6	8
12	CCCCNC1=NCCS1	4	2	1	19	-3	1	1	3	-4	26	13
13	CN(C)c1ccc(C(=S)N2CCN(c3ccccc3)CC2)cc1	6	6	17	-82	-5	-14	-3	11	-2	-56	-10
14	CCOC(=O)C1(CCOc2ccccc2)CCN(Cc2cccc(OCCO)c2)CC1	2	36	0	-17	-21	17	-2	4	6	7	4
15	COc1cccc(NC(=O)CC2C(=O)NC3CCCCC3N2C(=O)c2ccccc2)c1 (configuration not stated)	-5	1	3	9	/	-6	-1	-2	-5	12	12
16	O=C(CSc1ncn(-c2ccccc2)n1)c1cccs1	-119	-49	8	-202	-5	-92	-2	21	-8	-275	7
17	CCc1ccc(C(C)NC(=O)COC(=O)c2ccc(-n3cnnn3)cc2)cc1 (configuration not stated)	-10	-20	-2	11	-6	1	/	-7	2	17	6
18	CCOc1ccc(CN(C)C(=O)CNC(=O)c2sc3ccccc3c2Cl)cc1	6	-11	-5	-136	-20	/	5	2	18	-79	-20
19	O=C(NC(Cc1cn(Cc2ccccc2)cn1)C(=O)O)OCC1c2ccccc2-c2ccccc21 (configuration not stated)	7	16	/	8	/	/	/	-1	-16	18	-19
20	COc1ccc(/C=C/C(=O)NCCc2nc3ccccc3[nH]2)cc1	-13	-24	-25	7	-5	6	0	/	4	8	6

Exported with two lines to a compound: part of the list above
Screens in order: NR2E3 ag-1	Shn3 inh set2	PDI turbidity	HIF-2a block	CaV13 FRET inh	TRPM1 prom inh	NR2E3 ag-2	Vif imaging	KKLEB cytotox	Peg3 promoter	CF NFkB block
#6 CCOC(=O)c1c(C)[nH]c(N=Nc2ccc(OC)cc2)c1C
 : -152	-82	0	-361	0	-108	2	2	-3	-385	4
#7 CC(C)=CCC/C(C)=C/C=N/NC(=O)c1ccc([N+](=O)[O-])cc1
 : -22	6	-7	13	-5	-5	-1	3	-7	12	-6

(cont.)
nr	SMILES	NR2E3 ag-1	Shn3 inh set2	PDI turbidity	HIF-2a block	CaV13 FRET inh	TRPM1 prom inh	NR2E3 ag-2	Vif imaging	KKLEB cytotox	Peg3 promoter	CF NFkB block
21	COc1cc2c(=O)c(-c3ccc(O)cc3)coc2cc1OC1OC(CO)C(O)C(O)C1O (configuration not stated)	-21	-11	-12	9	-11	-3	1	0	-6	-4	15
22	Nc1ccc(Cc2nc3c(ccc4ccccc43)[nH]2)cc1	-77	-21	1	-241	-10	-38	2	4	-14	-202	1
23	O=C(O)c1nn(Cc2csc(-c3ccccc3)n2)c(=O)c2ccccc12	9	-19	-11	-112	-3	-19	-1	1	-3	-103	-9
24	CCOc1cc(-c2noc(CCC(=O)NCC3CCCO3)n2)ccc1OC (configuration not stated)	-33	1	4	14	-18	9	-4	15	10	15	-1
25	O=C1CSC(=S)N1N=Cc1ccc2c(c1)OCO2	-22	-8	1	-16	-5	-4	/	4	14	-12	-13
26	CCOC(=O)c1c(NC(=O)COC(=O)C2CCC2)sc(C(=O)N(C)C)c1C	1	16	2	-2	-7	2	/	-2	5	-5	-10
27	CCN1C(=O)C(O)(CC(=O)/C=C/C=C/c2ccccc2)c2ccccc21 (configuration not stated)	-32	4	0	13	-1	2	2	/	0	2	2
28	CN1C(=O)C(C)(C)c2cc(S(=O)(=O)N3CCCC(C(=O)Nc4ccc(Cl)cc4)C3)ccc21 (configuration not stated)	17	36	-2	20	-6	3	1	-14	-29	11	30
29	COCc1[nH]nc2c1C1(CCSCC1)C(C#N)=C(N)O2	-2	-7	7	10	-6	9	0	5	-4	9	12
30	Cc1ccccc1OCC(=O)NCCN(C)C	-19	-2	-4	9	-3	9	-1	6	0	10	0
31	O=C1C=C(c2ccc(C(=O)O)cc2)C[C@@H](c2ccc3c(c2)OCO3)C1	-75	-45	1	-146	-13	-13	5	9	-8	-58	-17
32	CCN(CC)S(=O)(=O)c1ccc(-c2nnc(SCC(=O)c3ccc(OC)cc3)o2)cc1	-11	27	-3	-23	-5	15	4	-5	8	11	-9
33	Cc1cc(-c2nnc(SCC(=O)Nc3ccc(F)cc3)n2N)n[nH]1	5	-7	4	-9	-4	2	2	0	1	12	-3
34	Cc1cccc(-n2ncc3c(NCc4ccc5c(c4)OCO5)ncnc32)c1	-43	6	-18	-170	/	-19	0	-12	12	-54	7
35	Clc1ccc(N2CCN(Cc3ccco3)CC2)cc1	-17	-45	-4	-10	3	-2	-4	1	3	-4	-5
36	CCOCC(=O)Nc1cccc(NC(C)=O)c1	-9	-12	3	-1	-5	-3	1	6	1	-15	1
37	Cc1ccc(CC2CC(=O)N(c3ccncc3)C2=O)cc1 (configuration not stated)	0	-3	8	7	-5	0	-1	-3	6	8	-14
38	COc1ccccc1S(=O)(=O)Nc1cccc(-c2nnc3n2CCCCC3)c1	5	10	13	8	-5	8	5	0	-8	2	3
39	COc1ccc(CSC2=NCCN2)cc1Br	-39	-22	1	-1	-18	-11	1	4	-3	8	-7
40	Cc1cnc(C(=O)OCC(=O)c2ccc(Br)s2)cn1	8	-18	2	-7	-2	11	10	/	-3	-1	-3
41	CN1CCN(S(=O)(=O)c2cccc(C(=O)O)c2)CC1	-23	9	14	0	-6	7	2	2	6	8	-2
42	CC(NC(=O)c1ccco1)C(=O)N1CCN(C(c2ccccc2)c2ccccc2)CC1 (configuration not stated)	5	18	-3	8	/	11	1	-7	-9	11	9
43	Cc1ccc(OC(=O)Nc2ccccc2)cc1	-99	-102	3	-310	2	-76	1	1	-4	-245	0
44	CC1(C)C(CC(=O)O)CC1C(=O)O (configuration not stated)	7	1	5	0	-6	-4	/	26	17	4	-10
45	COc1ccc(CNS(=O)(=O)c2ccc(F)cc2Br)cc1	-28	-3	-6	-1	-9	-2	/	/	9	4	0
46	Cc1c(N=Cc2ccncc2)c(=O)n(-c2ccccc2)n1C	-17	-1	-9	8	/	4	4	5	-13	-5	16
47	N/C(=N\OC(=O)c1cc(Br)ccc1Cl)c1cccnc1	-9	-61	-5	-114	-7	-13	0	2	-7	-103	11
48	Cc1nn(Cc2ccccc2)c(Cl)c1/C=N/NC(=O)CNc1cccc(C(F)(F)F)c1	-2	21	4	24	-6	-4	-2	-3	-34	-17	19
49	CCCC(=O)NC(c1ccc(OCC)cc1)c1ccc(OC)c(OC)c1 (configuration not stated)	9	7	10	14	-22	/	-1	9	-1	-1	2
50	CCN(CC)S(=O)(=O)c1cccc(C(=O)N2CCCc3ccccc32)c1	-8	-3	1	-26	-5	2	/	2	6	5	-6
51	COCCN(C(=O)CCC(=O)Nc1ccccn1)C(C(=O)NC1CCCC1)c1ccc(OC)cc1 (configuration not stated)	-36	-12	12	13	/	4	3	1	0	0	0
52	CCN(C1CCS(=O)(=O)C1)S(=O)(=O)c1cccc([N+](=O)[O-])c1 (configuration not stated)	-11	6	-7	-4	-5	-5	2	-12	4	8	-6
53	O=C(NCCCCO)C(F)(F)C(F)(F)C(F)(F)C(=O)NCCCCO	-10	2	7	-2	-4	0	-1	2	-3	4	1
54	O=C(Cc1ccc(Br)cc1)Nc1cccc(S(=O)(=O)N2CCCCC2)c1	18	9	0	-6	-5	/	/	-17	-7	13	-23
55	Cc1ccc([N+](=O)[O-])c(OCCN2CCC(Cc3ccccc3)CC2)c1	-4	31	3	2	-7	5	2	-6	7	9	15
56	COc1ccc(S(=O)(=O)N(CCC(=O)O)Cc2ccccc2)cc1	-14	-7	0	8	/	13	3	-1	-1	18	8
57	COc1ccc(-c2cc(C)no2)cc1S(=O)(=O)Nc1ccc(NC(C)=O)cc1	-11	-5	-7	11	-2	-1	-3	-6	6	9	12
58	COc1cccc(C(=O)N2CCN(c3nc4cc(C)cc(C)c4cc3C#N)CC2)c1	12	3	-3	-6	-6	/	/	-3	-3	16	-16
59	COc1ccc(CCN=Cc2ccc(O)cc2)cc1OC	-14	-45	-3	6	-19	-12	-1	1	-1	-4	-23
60	O=C(Cn1nc(C(=O)O)c2ccccc2c1=O)c1c[nH]c2ccccc12	-2	12	-6	-7	-6	7	-5	-12	-1	3	-4
61	O=C(c1ccccc1)c1sc(Nc2ccc3c(c2)OCO3)nc1-c1ccccc1	-36	13	/	-28	-9	/	/	-3	8	28	6
62	Cc1nnc(N2CCCC(C(=O)NCc3ccccc3F)C2)c2nn(-c3ccccc3)c(C)c12 (configuration not stated)	-21	16	5	17	-4	32	1	-3	1	15	-16
63	COc1ccc(/C=N/NC(=O)c2ccc(CSc3nc(C)cc(C)n3)cc2)c(OC)c1OC	-31	1	1	16	-4	9	-2	5	-10	17	14
64	CN(C)c1ccc(CNn2cnnc2)cc1	-14	-8	16	1	-13	2	1	14	-2	5	-3
65	Cc1nnc(SCC(N)=O)n1CCc1ccccc1	-6	-7	6	6	-5	6	0	2	-2	4	3
66	CCN(CC)CCNC(=O)c1ccc(CS(=O)(=O)c2ccc(Br)cc2)o1	1	5	/	5	-2	-1	-1	3	-6	8	2
67	Cc1ccc(S(=O)(=O)N2CCOCC2)cc1NC(=O)Cn1ccsc1=N	-11	14	16	1	/	6	-1	8	9	-7	-4

Screening results as filed in PubChem.
